# Compound activity from PubChem BioAssay.
# PAFAH2 FP inh = inhibitors of human PAFAH2 | Q99487 | recombinant PAFAH2, FP-rhodamine activity probe, fluorescence polarization | inhibition, % at 3.39 µM | 340,000 tested, 0.99% active;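 active = inhibition above the mean over all tested compounds plus 3 SD, cut at about 30% in these data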;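 also: inhibitors block probe labeling of enzyme so polarization drops; 0% = enzyme with DMSO and 100% = wells lacking PAFAH2 protein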
# * = called active by the depositor. This is a subset. The share of hits here may be higher or lower than overall.
SMILES | PAFAH2 FP inh
S=C1SCN(Cc2ccccc2)CN1Cc1ccccc1 | 1
COc1ccc(Cl)cc1NC(=O)C/C(C)=N/NC(=O)c1ccc(O)cc1 | 3
CC(=O)c1cccc(NC(=S)N2CCN(S(=O)(=O)c3ccccc3)CC2)c1 | -13
CN1CCN(S(=O)(=O)c2ccc(C(=O)NC3CCCCC3)cc2)CC1 | 9
CCOC(=O)C1=C(COC(=O)COc2ccccc2C(C)C)NC(=O)NC1C (stereo unspecified) | 4
CCCCN1C=C(C(C)=O)C(=O)CC1 | -6
Cc1ccc(CNC(=O)C2CCC(=O)N(CCc3cccc(F)c3)C2)s1 (stereo unspecified) | -1
COc1ccccc1N(CC(=O)NC1CCCC1)S(=O)(=O)c1cccc(C(F)(F)F)c1 | -4
CC(C)C[C@@H](CNCC(=O)[C@H](CC(C)C)NC(=O)c1[nH]cnc1C(=O)N[C@@H](C)CN)NC(=O)c1nc[nH]c1C(=O)N[C@@H](C)C(=O)O | 2
COc1cc(OC)cc(C(=O)N2CCN(C3CCC(C)CC3)CC2)c1 (stereo unspecified) | -1
Cc1cccc(NS(=O)(=O)c2ccc(C)c(C(=O)NCC(c3cccs3)N3CCOCC3)c2)c1 (stereo unspecified) | 2
CN(C)CCNC(=O)c1cccc2ccc(-c3ccc(-c4ccccc4)cc3)nc12 | 4

# In the list so far, these contain an aryl methoxy group.
SMILES | PAFAH2 FP inh
COc1ccc(Cl)cc1NC(=O)C/C(C)=N/NC(=O)c1ccc(O)cc1 | 3
COc1ccccc1N(CC(=O)NC1CCCC1)S(=O)(=O)c1cccc(C(F)(F)F)c1 | -4
COc1cc(OC)cc(C(=O)N2CCN(C3CCC(C)CC3)CC2)c1 (stereo unspecified) | -1

# (further entries)
SMILES | PAFAH2 FP inh
COc1ccccc1/C=N/n1nnnc1N | 2
Cc1cc(C)nc(NC(N)=NCCc2ccccc2)n1 | 7
Cc1ccc2c(c1)cc(C(=O)N[C@@H](Cc1ccccc1)C(=O)O)n2C | -1
COc1ccccc1CN(C)CC(=O)Nc1cccc(S(=O)(=O)N2CCCCC2)c1 | 5
Cn1cnc2nc(Cl)nc(Cl)c21 | 1
O=C1c2ccccc2C(=O)C12Cc1ccccc1N1CCN(c3ccccc3)CC12 (stereo unspecified) | 1
COc1c2c(c(CCC(=O)O)c3c1C=CC(C)(C)O3)OC(C)(C)C=C2 | 12
C#CCOCCOCCOCCNc1nc(N2CCN(C(=O)[C@H](CCCCN)n3cc(CCC(=O)O)nn3)CC2)nc(N2CCN(C(=O)[C@H](Cc3ccc(O)cc3)n3cc(CCO)nn3)CC2)n1 | -4
O=C(NCC(=O)N1CCCC(C(F)(F)F)C1)c1cccs1 (stereo unspecified) | 1
Cc1ccc(Cl)c(OCCCCN2CCC(C)CC2)c1 | -4
Cc1ccc(C(=O)CCC(=O)OCC(=O)N2c3ccccc3NC(=O)C2(C)C)cc1 | 2
COc1cccc(CN2CC(C(=O)N(C)Cc3nc(C)cs3)CCC2=O)c1 (stereo unspecified) | 4
Cc1occc1C(=O)NNC(=O)CN1C(=O)NC2(CCCCC2)C1=O | 1
CC(Oc1ccc(Br)cc1Br)C(=O)Nc1cccnc1 (stereo unspecified) | -3
Clc1nc(NC2CCCCC2)c2cn[nH]c2n1 | 0
COc1ccc(S(=O)(=O)N2CCCCC2)cc1NC(=O)CCC(=O)N1CCC(c2ccccc2)=N1 | -2
Cc1cc(C)c2c(n1)sc1c(=O)n(Cc3ccccc3Cl)nnc12 | -1
CCOC(=O)N1CCN(C(=O)c2c(Cl)cnn2C)CC1 | 3
CCOC(=O)C1CCN(C(=O)COC(=O)CNS(=O)(=O)c2ccc(SC)c([N+](=O)[O-])c2)CC1 | 6
Cc1ccc(NS(=O)(=O)c2cc(C(=O)NCCCN(C)C)ccc2Cl)cc1Cl | 0
C=CCn1c(=O)/c(=C/c2ccsc2)s/c1=C(\C#N)C(=O)NCCN1CCOCC1 | -3
CCOc1ccccc1C(=O)N/N=C/c1ccoc1 | 4
O=C(O)C1CC2CCC1CC2 (stereo unspecified) | 2
Cc1cnc(C(=O)N(CC(C)C)c2c(N)n(CC(C)C)c(=O)[nH]c2=O)cn1 | 5

# Pulled by structure from the list above:
SMILES | PAFAH2 FP inh
C=CCn1c(=O)/c(=C/c2ccsc2)s/c1=C(\C#N)C(=O)NCCN1CCOCC1 | -3
CCOc1ccccc1C(=O)N/N=C/c1ccoc1 | 4

# More compounds
SMILES | PAFAH2 FP inh
COc1cccc(C(c2cccc(OC)c2)c2ccccc2C(=O)O)c1 | -4
Cc1cn(C2CCCCO2)c(=O)nc1NO (stereo unspecified) | -5
CC(=O)Nc1ccc(NC(=O)c2cc(-c3ccccc3)nc3ccccc23)cc1 | -18
Nc1ccc2c(c1)[nH]c(=O)c1ccccc12 | -3
CCCCN(C(=O)c1cccc(S(=O)(=O)N(C)c2ccc(C)cc2)c1)c1c(N)n(CC(C)C)c(=O)[nH]c1=O | 5
Cc1noc(C)c1COc1ccccc1C(=O)N1CCN(S(=O)(=O)c2cccc(Cl)c2)CC1 | 6
CCN(CC)CCCn1c(SCC(=O)NCC2CCCO2)nc2ccccc2c1=O (stereo unspecified) | 1
O=C(CCN1C(=O)c2ccccc2S1(=O)=O)NCc1ccccc1Cl | 0
Nc1nc(=O)n(C2CCCCO2)cc1Br (stereo unspecified) | -1
Cc1cc(Br)ccc1NC(=O)CN(C)C(=O)C1CCN(c2ncnc3sc(C)c(C)c23)CC1 | 5
Cc1cccc(N2CCN(C(=O)CNC(=O)C3CCCCC3)CC2)c1C | 25
COc1ccc(C(=O)NC(C)c2nc3ccccc3[nH]2)cc1OC (stereo unspecified) | 6
O=C(CCC1CCCCC1)Nc1nnc(C(F)(F)F)s1 | 6
CN(Cc1cc(Cl)cc(Cl)c1)CC(C(=O)c1ccccc1)c1ccccc1 (stereo unspecified) | 2
CC(C)(C)c1ccc(C(=O)NC(=O)COC(=O)c2ccco2)cc1 | 4
OC12CCCCC1C(c1ccc3c(c1)OCO3)N(Cc1cccc(F)c1)CC2 (stereo unspecified) | -3
O=C(NC1CCN(S(=O)(=O)c2cccc(F)c2)CC1)c1ccc(F)cc1 | -7
O=C(NCCN1CCN(c2ccccc2F)CC1)c1ccc2nc3ccccc3c(=O)n2c1 | 2
CCCCCCCCOC(=O)c1cc([N+](=O)[O-])c(Sc2ncnc3nc[nH]c23)c([N+](=O)[O-])c1 | 0
O=C(NCCCc1ccncc1)C1CCC(=O)N(Cc2cccc(C(F)(F)F)c2)C1 (stereo unspecified) | 5
COc1ccc(CCNC(=O)COc2cc(C)cc3oc(=O)c(C)c(C)c23)cc1OC | -4
O=C1NC[C@H](Cc2ccccc2)N(C[C@H]2CCCN2C[C@H](Cc2ccccc2)N2C[C@H](Cc3ccccc3)N(CCc3ccccc3)C(=O)C2=O)C1=O | 10
Cc1ccc2nc3cc([N+](=O)[O-])cc([N+](=O)[O-])c3cc2c1 | 9
N#C/C(=C(/O)c1ccc(-c2cccc([N+](=O)[O-])c2)o1)c1nc2ccccc2s1 | 17
CS(=O)(=O)c1ccc2nc(NC(=O)CCNC(=O)c3ccc(Cl)cc3)sc2c1 | -1
COc1ccc(NS(=O)(=O)c2cc(NC(=O)CCc3ccccc3)ccc2N2CCOCC2)cc1 | -12
O=C1CCc2cc(S(=O)(=O)NCCc3ccc(Cl)cc3)cc3c2N1CC3 | 2
CCOc1ccc(/C=N/NC(=O)C2CC2)c(OCC)c1 | -2
CC(C)Cc1ccc(C(C)C(N)=NCCc2ccccc2)cc1 (stereo unspecified) | 5
S=C(NCCCCc1ccccc1)NCc1ccccc1 | -1
CN(C(=O)c1ccc(NC(=O)Cc2ccc(NC(=O)C3CCN(C(=O)c4ccccc4)CC3)cc2)cc1)C1CCCC1 | 1
Cc1cc(C)cc(C(=O)NCC(=O)NCc2ccc(S(N)(=O)=O)cc2)c1 | 4
c1ccc(CCNc2ccccn2)nc1 | 3
COc1ccc(NC(=O)CN(C)CC(=O)N2CCCCCC2)cc1 | -3
Cc1cc(=O)[nH]c2c(N=Nc3ccc(O)cc3)c(N)nn12 | 13
CC(C)CN(CC(C)C)c1nn[nH]n1 | 3
CCOc1ccc(CNC(=O)CCCc2cn(C)c3ccccc23)cc1 | -1
CCN(Cc1cccs1)C(=O)CN1CCN(S(=O)(=O)c2ccc3c(c2)OCCCO3)CC1 | 1
COc1ccc(/C=C/C(=O)N(CCC(N)=O)c2ccccc2)cc1S(=O)(=O)N1CCOCC1 | -3
CCOC(=O)CCCCCCCCC(=O)Nc1ccc(-n2[nH]c(=O)cc2C)cc1 | 4
CC(=O)OC1CCC2(C)C3=CCC4(C)C(C(C)=O)=CCC4C3CCC2C1 (stereo unspecified) | -2
CCc1c(C)sc(NC(=O)c2ccco2)c1C#N | 0
CC(C)C(=O)Nc1cccc(N2CCN(CCCN3C(=O)C4CCCCN4C3=O)CC2)c1 (stereo unspecified) | 4
Cc1onc(-c2ccccc2)c1C(=O)N(Cc1ccco1)Cc1cccs1 | 2
N#Cc1c(N)n(C2OC(CO)C(O)C2O)c2ncnc(N)c12 (stereo unspecified) | 6
CC(=O)C(C(c1ccccc1)N1CCOCC1)N1CCOCC1 (stereo unspecified) | -3
c1ccc(CC2CCN(c3ncnc4sccc34)CC2)cc1 | 4
COc1cc(OC)c(OC)cc1CNC(=O)c1cccc(S(=O)(=O)N2CCc3ccccc3C2)c1 | 0
CCOC(=O)c1c(-c2ccc3ccccc3c2)csc1NC(=O)CCCC(=O)O | 2
CC(=O)Nc1cccc2c1Cc1cc([N+](=O)[O-])ccc1-2 | 1
COC(=O)C1=C(\O)CCCC/C=C\1C(=O)O | 7
O=C(O)CNS(=O)(=O)c1ccc2c(c1)C(=O)c1cc(S(=O)(=O)NCC(=O)O)ccc1-2 | 13
CC(C)(O)C(=O)N/N=C\c1ccc(OC/C=C/c2ccccc2)cc1 | 1
CC(=NNc1nc2ccccc2s1)c1ncccn1 | 1
O=C1CCC[C@@H]2C[C@@]3(C[C@@H]4CCN1[C@H]24)Nc1cc(Cl)ccc1NC3=NC1CCCCC1 | 13
COc1cc2c(cc1OC)C(c1ccc(C)cc1)NC(=O)C2 (stereo unspecified) | 1
CC(C)OCCCNc1nc2c(cnn2C)c(=O)[nH]1 | 6
Cc1cccc(C(=O)Nc2ccccc2NC(=O)c2cccc(C)c2)c1 | 4
CCN(C(=O)CN1CCC(C)CC1)c1c(N)n(Cc2ccccc2)c(=O)[nH]c1=O | 2
CCN(CC)c1ccc(C(=C2C=CC(=[N+](CC)CC)C=C2)c2ccc(S(=O)(=O)O)cc2S(=O)(=O)[O-])cc1 | 18

# Other records:
SMILES | PAFAH2 FP inh
Cc1cccc(NC(=O)NC2CCCCCCC2)c1 | 3
O=C(O)CCCCn1c(SCc2ccccc2Cl)nc2ccsc2c1=O | 7
O=C1/C(=C\c2ccc(O)cc2)CCC1CNc1ccc(Cl)cc1 (stereo unspecified) | 1
CCOC(=O)/C=c1/s/c(=C/c2ccc3cc(OC)ccc3c2)c(=O)n1CC(=O)NCc1ccc2c(c1)OCO2 | -9
CN(O)C(=S)c1ccccc1 | 2
CCN(CC)c1ccc2nc3ccc(N)cc3[n+](-c3ccccc3)c2c1 | 25
O=C(O)c1ccccc1SC1CC(=O)N(c2cccc3ccccc23)C1=O (stereo unspecified) | 6
CN1CCN(NC(=O)Nc2ccc(F)cc2)CC1 | 1
O=C(O)C(O)c1ccco1 (stereo unspecified) | 5
O=C(Nc1ccn(Cc2ccccc2)n1)c1cccc(F)c1 | 0
COc1ccc(CN2CCC3CC2c2cc(-c4cccc(C)c4)ccc23)cc1 (stereo unspecified) | -2
Cc1cc(N2CCCC2)ccc1NC(=O)COc1ccccc1 | 1
CC(C)C(C)(C#N)NC(=O)COC(=O)C1CCN(S(=O)(=O)c2ccc3c(c2)OCCO3)CC1 (stereo unspecified) | 9
COc1cccc(NC(=O)NNC(=O)CCc2ccc(O)c(O)c2)c1 | 3
CCOc1cc(CNCc2ccccc2)ccc1OCC(=O)NC1CCCCC1 | -2
CC[n+]1ccc(/C=C/c2ccc(N(C)C)cc2)c2ccccc21 | -14
COc1ccc(C(=O)Nc2cccc(/C(C)=N\NC(=O)c3ccoc3C)c2)cc1OC | -6
Nc1nc(-c2ccc([N+](=O)[O-])cc2)cc(=O)[nH]1 | 6
COc1ccc(C2CC(=O)c3c(O)cc(O)cc3O2)cc1O (stereo unspecified) | 4
COc1ccccc1NC(=O)NNC(=O)C(C)Oc1ccc2ccccc2c1 (stereo unspecified) | 0
O=C(NC1CCCc2ccccc21)c1cccc(F)c1 (stereo unspecified) | -2
COc1ccccc1CN1CCNC(=O)C1CC(=O)N(C)Cc1cnccn1 (stereo unspecified) | 6
O=C(c1ccc(F)cc1)C1CCN(C(=O)c2ccc(Cl)cc2)CC1 | 5
CNC(=O)OCc1nc(SSC(C)(C)C)n(C)c1COC(=O)NC | 5

# Part of the list above in order of SMILES length, descending.
SMILES | PAFAH2 FP inh
COc1ccc(C(=O)Nc2cccc(/C(C)=N\NC(=O)c3ccoc3C)c2)cc1OC | -6
COc1ccccc1CN1CCNC(=O)C1CC(=O)N(C)Cc1cnccn1 (stereo unspecified) | 6
COc1ccc(C2CC(=O)c3c(O)cc(O)cc3O2)cc1O (stereo unspecified) | 4

# Ordered by the number under PAFAH2 FP inh (low to high): 3 from the list above
SMILES | PAFAH2 FP inh
CC[n+]1ccc(/C=C/c2ccc(N(C)C)cc2)c2ccccc21 | -14
CCOC(=O)c1c(-c2ccc3ccccc3c2)csc1NC(=O)CCCC(=O)O | 2
O=C1NC[C@H](Cc2ccccc2)N(C[C@H]2CCCN2C[C@H](Cc2ccccc2)N2C[C@H](Cc3ccccc3)N(CCc3ccccc3)C(=O)C2=O)C1=O | 10

# Next section.
SMILES | PAFAH2 FP inh
CC1C(C)N(C(=O)CCl)c2ccccc2N1C(=O)CCl (stereo unspecified) | -2
O=c1[nH]c(/C=C/c2ccccc2F)nc2ccccc12 | 6
CCCCN1CC(C)(C)Oc2cccc(F)c2S1(=O)=O | -4
c1ccc(N2CC3COc4ccccc4C3=N2)cc1 (stereo unspecified) | 5
O=C(O)c1ccccc1-c1ccc(/C=C/c2cc(C(F)(F)F)[nH]c(=O)n2)o1 | -7
COc1cc(/C=N/n2nnnc2N)ccc1OC(C)C | -5
CC(C)n1c(SCC(=O)N2c3ccccc3Sc3ccccc32)nc2c1c(=O)n(C)c(=O)n2C | -4
